m-calpain inh: inhibitors of pig calpain II | inhibition, % at 16 µM | AID 1236 | 220,000 compounds, 0.37% hits | purified calpain II, fluorogenic peptide substrate, 30 min;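 active means inhibition above about 50%, limit read from the data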
EBV gp42 inh: EBV gp42 inhibition; 220,000 compounds, 0.42% hits; inhibition, % (tested at 21.74 µM); Q1HVG2; Fluorescence polarization binding assay, mP read-out; in the data active means inhibition above about 50%
Target sequence (Q1HVG2 whole entry, looked up): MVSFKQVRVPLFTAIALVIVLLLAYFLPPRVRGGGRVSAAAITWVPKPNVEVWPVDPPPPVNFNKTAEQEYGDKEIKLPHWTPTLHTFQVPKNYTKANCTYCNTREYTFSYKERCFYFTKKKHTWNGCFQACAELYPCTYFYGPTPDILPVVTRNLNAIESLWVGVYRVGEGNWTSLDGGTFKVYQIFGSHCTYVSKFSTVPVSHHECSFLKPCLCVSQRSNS
RBBP9 inh: inhibitors of human serine hydrolase RBBP9. O75884. recombinant RBBP9, FP-Rh probe fluorescence polarization. inhibition, % at 7.94 µM. 220,000 compounds, 0.2% hits. AID 1515;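 active means inhibition above the campaign mean of all tested compounds plus 3 SD, cut at about 14% in these data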;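 further: plate controls were DMSO wells with RBBP9 for no effect and wells lacking RBBP9 protein for full effect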
Target sequence (O75884 whole entry, looked up): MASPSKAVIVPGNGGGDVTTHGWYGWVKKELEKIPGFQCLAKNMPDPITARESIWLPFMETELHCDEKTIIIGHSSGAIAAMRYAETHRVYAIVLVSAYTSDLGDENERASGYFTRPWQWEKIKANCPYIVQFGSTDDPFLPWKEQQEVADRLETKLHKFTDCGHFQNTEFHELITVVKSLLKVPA
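Test system – recombinant human RBBP9 · Input – RBBP9 2.5 µM in dispensing solution, pre-mixing · Medium – Tris buffer pH 8.0, NaCl, Pluronic · Schedule – preincubation 30 min plus labeling 45 min at 25 °C · Measured by – fluorescence polarization · Measure – % inhibition · Controls – DMSO and no-protein wells · Replicates – one well per compound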
Furin inh: human furin inhibition. inhibition, % at 30 µM. 220,000 compounds, 0.061% hits. AID 463115. purified furin, fluorogenic substrate cleavage; in the data active means inhibition above about 25%; further: inactives centre near -15
Target sequence (P09958 108-714 limits assumed): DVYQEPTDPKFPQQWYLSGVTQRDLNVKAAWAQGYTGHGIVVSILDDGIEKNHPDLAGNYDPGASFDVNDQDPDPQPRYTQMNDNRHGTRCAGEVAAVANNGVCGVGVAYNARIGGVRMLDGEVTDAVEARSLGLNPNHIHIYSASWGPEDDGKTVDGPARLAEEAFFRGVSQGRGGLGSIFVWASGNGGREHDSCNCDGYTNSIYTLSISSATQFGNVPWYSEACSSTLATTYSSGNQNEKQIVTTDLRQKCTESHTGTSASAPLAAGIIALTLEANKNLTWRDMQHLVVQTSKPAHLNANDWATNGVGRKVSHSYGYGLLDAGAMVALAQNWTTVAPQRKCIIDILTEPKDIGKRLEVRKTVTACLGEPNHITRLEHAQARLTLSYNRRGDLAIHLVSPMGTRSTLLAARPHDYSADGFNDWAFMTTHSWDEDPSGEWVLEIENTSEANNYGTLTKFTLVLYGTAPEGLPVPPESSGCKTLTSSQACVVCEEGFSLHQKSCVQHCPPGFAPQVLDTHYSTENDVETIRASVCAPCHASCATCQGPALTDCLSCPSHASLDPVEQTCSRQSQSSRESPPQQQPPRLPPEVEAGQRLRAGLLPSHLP
p47phox inh: blocks human p47phox regulatory protein of NADPH oxidases | P14598 | p47phox/p22phox peptide binding, fluorescence polarization, 2 h | inhibition, % at 24.7 µM | 220,000 compounds, 0.53% hits | AID 1274;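 active means inhibition above about 30%, limit read from the data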;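 further: 0% = p47phox with labelled peptide and 100% = labelled peptide alone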
Tb hexokinase: T. brucei hexokinase 1 inhibition; 220,000 compounds, 0.11% hits; inhibition, % at 10 µM; AID 1430; recombinant TbHK1, G6PDH-coupled NADH A340;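 active means inhibition of 50% or more in the single-dose primary screen; inactive means inhibition below 50%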
p97 inhibitor: human p97 ATPase inhibition; recombinant p97 ATPase, Kinase-Glo ATP luminescence, 3 h; 220,000 compounds, 0.42% hits; inhibition, % at 8 µM; AID 1481; P55072; in the data active means inhibition above about 15%;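 further: 0% = DMSO vehicle and 100% = wells lacking enzyme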
Runt-SMMHC FRET: Runt domain-CBFb-SMMHC interaction inhibition. Cerulean-Runt/Venus-CBFb-SMMHC FRET ratio 530/480, 1 h. inhibition, % at 20 µM. AID 1434. 220,000 compounds, 0.74% hits;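 active means mean inhibition across duplicate retests at 20 µM reaching about 50%, limit read from the data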;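 further: 0% = DMSO wells and 100% = wells with excess untagged CBFb-SMMHC; inhibitors lower the FRET ratio by blocking Runt binding to CBFb-SMMHC; some results filed as inactive read as strong as hits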
Runt-CBFb FRET: Runt domain-CBFb interaction inhibition | Q01196+Q13951 | Cerulean-Runt/Venus-CBFb FRET ratio 530/480, 1 h | inhibition, % at 20 µM | 220,000 compounds, 0.46% hits;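 active means inhibition over about 50% at 20 µM in the single-dose screen, limit read from the data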;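 further: 0% = DMSO wells and 100% = excess unlabeled CBFb competitor control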
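Assay system: Cerulean-Runt domain / Medium: Tris 50 mM pH 7.5, KCl, K2SO4, 0.01% BSA / Timing: protein complex preformed 1 h, compound exposure 1 h, room temperature, dark / Measured by: FRET, excitation 422 nm, emission at 530 and 480 nm / Evaluation: loss of energy transfer signal / Control set: 5 µM unlabeled CBFb as full-inhibition high control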
* hit, by the source's call; / = not tested or not shown; [ ] = another dose, or the depositor's remark.

no. | Molecule | m-calpain inh | EBV gp42 inh | RBBP9 inh | Furin inh | p47phox inh | Tb hexokinase | p97 inhibitor | Runt-SMMHC FRET | Runt-CBFb FRET
1 | CC(=O)c1c(C)[nH]c(C(=O)CSc2nnc(-c3cccs3)n2Cc2ccccc2)c1C | -62 | -10 | -13 | -14[20 µM] | -44 | -19 | 3 | 1 | 4
2 | Cc1cc(C(=O)CCl)c(C)n1CCc1ccc(Cl)cc1 | -15 | -5 | -9 | -24 | -16 | 3 | 3 | -3 | -2
3 | O=C(CN(CC1CCCO1)C(=O)CNS(=O)(=O)c1ccc(Cl)cc1)NCCc1ccccc1 (stereo not drawn) | -36 | -19 | -4 | -6[20 µM] | -3 | -2 | -2 | -4 | -2
4 | CC(=O)Nc1ccc(-c2cn3cc(C)ccc3n2)cc1 | -128 | -3 | -11 | -48 | 1 | 7 | 3 | -1 | -9
5 | COc1cccc(CC(NC(C)=O)C(=O)NC2CCN(c3nnnn3-c3ccccc3)CC2)c1 (stereo not drawn) | 8 | -6 | -1 | -13[20 µM] | -8 | -2 | -3 | -3 | /
6 | CCn1ncc(C2=NOC(C(=O)N3CCN(c4ccccc4)CC3)C2)c1C (stereo not drawn) | -6 | -4 | -5 | -13 | -11 | -6 | -5 | -3 | -3
7 | Cc1ccc(CNS(=O)(=O)c2cn(C)cn2)cc1 | 12 | -16 | 5 | -35[20 µM] | -1 | -2 | 1 | 1 | 2
8 | O=C(CNC(=O)Cc1ccccc1)NCC(=O)OCc1ccc(C(=O)c2ccccc2)cc1 | 20 | -13 | -9 | -17[20 µM] | 7 | -2 | 7 | -3 | -3
9 | Cc1ccc(C(C(=O)NCCc2ccccc2)N(C(=O)c2csnn2)C2CC2)o1 (stereo not drawn) | -24 | -10 | 5 | -6 | -3 | -5 | 3 | -1 | -1
10 | CC(=O)Nc1cccc(NC(=O)c2cc(Cl)ccc2Cl)c1 | 2 | 13 | -3 | -11 | 9 | 3 | 0 | 4 | /
11 | CCOc1cc(C(=O)Nc2cccc3ncccc23)cc(OCC)c1OCC | 13 | -5 | -3 | -16[20 µM] | -9 | -1 | 3 | 1 | -6
12 | Cc1nn(C(=O)c2cccnc2)c(C)c1Sc1ccc(Br)cc1 | 12 | 6 | -5 | -21[20 µM] | 1 | 0 | 3 | -4 | 0
13 | O=C(CN1CCN(S(=O)(=O)c2ccccc2)CC1)Nc1cccc(C(F)(F)F)c1 | -2 | -13 | -5 | -21 | -12 | 3 | -2 | 0 | -5
14 | COc1cccc(/C=C/C(=C2/C(=O)N(c3ccccc3)N=C2C)c2ccccc2)c1OC | -42 | 2 | -1 | -17 | 0 | -14 | 9 | -9 | -2
15 | CC(C)C(C(=O)O)N1C(=O)/C(=C/c2cccn2C)SC1=S (stereo not drawn) | 7 | -195 | -4 | 13 | -14 | 8 | -1 | -68 | -44
16 | CCc1ccc(N(C(=O)c2ccoc2C)C(C(=O)NC2CCCC2)c2ccc(OC)cc2)cc1 (stereo not drawn) | 19 | 10 | 1 | -15 | -4 | 1 | -2 | 2 | -4
17 | COc1ccc(NS(=O)(=O)c2ccc(NC(=O)C(C)(C(F)(F)F)C(F)(F)F)cc2)nn1 | -13 | -15 | -4 | -23 | -10 | 0 | 3 | 1 | -2
18 | CCOc1ccc2nc(NC(=O)C3=NNC(=O)CC3)sc2c1 | 0 | -13 | -3 | -10 | -11 | -11 | 1 | 1 | -8
19 | COC(=O)c1ccccc1NC(=O)CN1CCC(C)CC1 | -3 | -1 | -5 | -15 | -4 | -2 | -3 | 2 | 1
20 | O=C(CN1CCOCC1)Nc1ccc2c(c1)OCO2 | -7 | -6 | -6 | -30 | 1 | -3 | -2 | -5 | -1

Remaining list, next part
no. | Molecule | m-calpain inh | EBV gp42 inh | RBBP9 inh | Furin inh | p47phox inh | Tb hexokinase | p97 inhibitor | Runt-SMMHC FRET | Runt-CBFb FRET
21 | COc1ccc(N2CCN(CC(=O)Nc3cccc(S(=O)(=O)N4CCOCC4)c3)CC2)cc1 | -11 | 10 | 2 | -33 | -2 | 0 | 1 | 0 | 3
22 | Cc1ccc(NC(=O)CSc2nnc(CNC(=O)c3c(F)cccc3Cl)o2)cc1 | 21 | -1 | -10 | -19[20 µM] | 3 | 3 | 1 | 0 | 0
23 | CSc1ncccc1C(=O)OCC(=O)c1ccccc1 | -7 | -1 | 5 | -21 | -8 | -5 | 2 | -3 | -1
24 | O=C(c1ccccc1Nc1ccc(SC(F)F)cc1)N1CCCCC1 | -6 | -11 | -9 | -2 | -8 | 5 | -8 | -1 | -2
25 | Cc1nc2ccc([N+](=O)[O-])cc2[nH]1 | 7 | 1 | -9 | -28 | -2 | -17 | 3 | -3 | 3
26 | CC(C)N(C(=O)COC(=O)c1ccc(O)cc1)C(C)C | 49 | -6 | 4 | 10[20 µM] | -7 | 1 | 0 | 3 | 2
27 | CC(C)CC(NC(=O)C1CCCCC1)C(=O)N1CCN(c2ccccn2)CC1 (stereo not drawn) | 4 | -9 | -2 | -18[20 µM] | -10 | -7 | 2 | 0 | 3
28 | CC1CCCCC1NC1=NCCCS1 (stereo not drawn) | -21 | -3 | 2 | -22 | -1 | -12 | 1 | -3 | -2
29 | CCNC(=O)NC(=O)CSc1nc2ccccc2n1CCOC | -12 | 4 | 1 | -14[20 µM] | 2 | -1 | 3 | 0 | -1
30 | O=C(NCc1nnc(SCc2ccc(F)cc2)n1-c1ccc(F)cc1)C12CC3CC(CC(C3)C1)C2 | 9 | 10 | -6 | -7 | -8 | -4 | -1 | -2 | -3
31 | O=C(O)c1ccc(CN2CCCCC2)o1 | -24 | -20 | -7 | -17 | -10 | -6 | 7 | 2 | -2
32 | O=C(c1ccccc1)c1cc2ccccc2o1 | 26 | -3 | -1 | -11 | -12 | -12 | 5 | -2 | -4
33 | CCCCNC(=O)COC(=O)CNC(=O)c1cc(Cl)cc([N+](=O)[O-])c1 | -15 | -1 | -10 | -28 | 3 | -1 | 7 | -4 | 0
34 | CCOC(=O)C1(Cc2cccc(Cl)c2)CCCN(C(=O)C2CC2)C1 (stereo not drawn) | -20 | -4 | -5 | -14 | 9 | 2 | 0 | -1 | 4
35 | Cc1ccc(NC(=S)NNC(=S)NC2CCCCC2)cc1 | 18 | -12 | 0 | -10 | 1 | 3 | -1 | 12 | 11
36 | COc1cccc(CN2CCN(Cc3nc(-c4cccs4)oc3C)CC2CCO)c1 (stereo not drawn) | -39 | -6 | -3 | -26 | -9 | -17 | -1 | -4 | 1
37 | COC(=O)c1cc(C(=O)NCCN2C(=O)S/C(=C\c3cccs3)C2=O)cc([N+](=O)[O-])c1 | -58 | -19 | 1 | -5 | -13 | -17 | 3 | -3 | -1
38 | O=C1CC(c2cccnc2)c2cc3c(cc2N1)OCO3 (stereo not drawn) | -15 | -13 | -3 | -29 | -3 | -5 | 2 | 3 | 0
39 | COCCNC(=O)Cn1nc(C)c([N+](=O)[O-])c1C | -24 | -15 | 2 | -7 | 6 | -1 | 6 | 2 | 0
40 | COc1ccc(C)cc1S(=O)(=O)N(C)CC(=O)N1CCN(C)CC1 | 20 | -10 | -6 | -20[20 µM] | -11 | -18 | 0 | -4 | 1

(further entries)
no. | Molecule | m-calpain inh | EBV gp42 inh | RBBP9 inh | Furin inh | p47phox inh | Tb hexokinase | p97 inhibitor | Runt-SMMHC FRET | Runt-CBFb FRET
41 | Cc1nc2ccc(NC(=O)N3CCSCC3)cc2nc1C | -478 | -1 | 6 | 1[20 µM] | -10 | -12 | -6 | -26 | -10
42 | O=C(CN1CCOCC1)Nc1ccc(C2CCCCC2)cc1 | 9 | -11 | -2 | -10 | -7 | -5 | -10 | -1 | -1
43 | Cc1c(C(=O)NNc2cc(=O)n(C)c(=O)n2C)cccc1[N+](=O)[O-] | -6 | -9 | 0 | -15 | -4 | -11 | 1 | 20 | 8
44 | COc1ccc(C(=O)NCc2csc(-c3cccs3)n2)cc1 | -19 | -2 | 0 | -12 | -15 | -33 | -2 | 0 | -1
45 | COC(=O)c1c(NC(=O)CN2CCN(S(=O)(=O)c3ccccc3[N+](=O)[O-])CC2)sc2c1CCC(C)C2 (stereo not drawn) | -13 | -9 | -3 | -9 | -10 | 12 | 0 | 6 | -3
46 | CCC(=O)Nc1ccc(C(=O)NCCCn2ccnc2)cc1 | -21 | 4 | -6 | -9 | 0 | -1 | -1 | -4 | 3
47 | CCOC(=O)CSC1=Nc2ccccc2C2=NC(CC(=O)NCc3ccc4c(c3)OCO4)C(=O)N12 (stereo not drawn) | -49 | -8 | -4 | -15 | -10 | -10 | 4 | 3 | -2
48 | COc1ccc(NC(=O)Nc2ccc3nsnc3c2)cc1 | 10 | -10 | -2 | 3 | -30 | -5 | -5 | -8 | -6
49 | CCN(/C=N/c1sc2c(c1C#N)CCCCC2)CC | 8 | -3 | -11 | -9[20 µM] | -16 | -12 | -8 | 2 | /
50 | COc1ccc(C2C(C#N)=C(N)Oc3n[nH]c(C)c32)cc1CN1CCN(c2ccc(F)cc2)CC1 (stereo not drawn) | 34 | 5 | -7 | -18 | 10 | -3 | 3 | 0 | -3
51 | CN(C)CCCN(C(=O)c1ccco1)c1nc2c(F)cc(F)cc2s1 | -28 | -1 | -2 | -24 | 3 | 0 | 4 | -1 | 0
52 | COc1ccccc1N(CC(=O)N/N=C/c1ccc(C(=O)O)cc1)S(=O)(=O)c1ccc(C)cc1 | 28 | -7 | -10 | -16 | -6 | -6 | -4 | 1 | 5
53 | CCn1c2ccccc2c2cc(NC(=O)c3cccc(OC)c3)ccc21 | -10 | 3 | -3 | 1[20 µM] | -29 | -2 | 3 | 3 | 2
54 | CC1=NN(c2ccccc2)C(=O)/C1=C/c1cccs1 | -2 | -12 | 2 | -11 | -8 | 2 | 17* | 1 | -2
55 | C[C@H]1C=C(C(=O)N2CCOCC2)O[C@@H](OCc2ccc(CO)cc2)C1 | 10 | -15 | 0 | -14 | / | -3 | 7 | -7 | 0
56 | Cc1cccc(NC(=O)C23CCC(C)(C(=O)O2)C3(C)C)c1 (stereo not drawn) | 11 | -10 | -3 | -19 | -3 | 4 | 6 | 2 | -1
57 | CC1CCCCC1NC(=O)CC1Oc2ccccc2NC1=O (stereo not drawn) | -6 | 1 | 2 | -23 | -3 | -1 | 7 | -3 | 0
58 | CC(C)(C)c1ccc(C(=O)N/N=C/c2cccc(Cl)c2)cc1 | 6 | -3 | -6 | -16[20 µM] | -2 | 11 | 0 | -1 | 2
59 | CC(=O)c1sc2nc(CSc3nncn3C)[nH]c(=O)c2c1C | -23 | -11 | -6 | -5 | -5 | -29 | 3 | -6 | 2
60 | O=C1C2CCCN2C(c2ccc(F)c(F)c2)N1c1cccc(Cl)c1 (stereo not drawn) | -2 | -9 | -11 | -25 | -11 | 3 | 2 | -5 | 2
61 | CS(=O)(=O)N1CCN(c2ccnc3cc(Cl)ccc23)CC1 | -16 | -4 | -5 | -20 | 4 | -13 | 3 | 0 | -1

Compounds listed so far that have a cyano group, in the order listed:
no. | Molecule | m-calpain inh | EBV gp42 inh | RBBP9 inh | Furin inh | p47phox inh | Tb hexokinase | p97 inhibitor | Runt-SMMHC FRET | Runt-CBFb FRET
49 | CCN(/C=N/c1sc2c(c1C#N)CCCCC2)CC | 8 | -3 | -11 | -9[20 µM] | -16 | -12 | -8 | 2 | /
50 | COc1ccc(C2C(C#N)=C(N)Oc3n[nH]c(C)c32)cc1CN1CCN(c2ccc(F)cc2)CC1 (stereo not drawn) | 34 | 5 | -7 | -18 | 10 | -3 | 3 | 0 | -3

Results in RBBP9 inh, for some of the entries so far:
entry | Compound | RBBP9 inh
24 | O=C(c1ccccc1Nc1ccc(SC(F)F)cc1)N1CCCCC1 | -9
1 | CC(=O)c1c(C)[nH]c(C(=O)CSc2nnc(-c3cccs3)n2Cc2ccccc2)c1C | -13

Assay outcomes: PubChem BioAssay, several laboratories

Rows are unselected. About 2.7% of those tested had a hit in this group.
